HTT ATP protect – qHTS Multiplex Assay to Identify Dual Action Probes in a Cell Model of Huntington: Cytoprotection (ATP); PC12 HTT-Q103 induced, cytoprotection, ATP luminescence, 40 h; Potency, µM (titrated, usually from 56.4 µM), for the others: cytoprotection (ATP increase), most hits filed as activators; actives 0.14% (n = 230,000); AID 1471, 2008;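 also: % of control where 0% means no effect; nearly all actives have a fitted effect of over 45% in size; toxic huntingtin expression switched on by the ecdysone agonist tebufenozide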
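Cells were plated at 1500 per well in phenol red-free DMEM with 5% equine and 5% calf serum. Tebufenozide (100 nM final) and compounds were added, then ATPlite reagent, and luminescence was read.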
Tau fibril FP – qHTS for Inhibitors of Tau Fibril Formation, Fluorescence Polarization | K18 P301L tau heparin fibrillization, Alexa594 FP, 6 h | Potency, µM (series often up to 57.7 µM), inactives show at the top dose activity, negative = inhibition, usual class: inhibitors | actives 0.39% (n = 280,000) | Microtubule-associated protein tau (Homo sapiens), P10636; also: % is scaled to controls: 0 for no effect and ±100 for the full control effect; nearly all actives have a fitted effect of over 55% in size
Target sequence (P10636 561-689 P618L limits assumed): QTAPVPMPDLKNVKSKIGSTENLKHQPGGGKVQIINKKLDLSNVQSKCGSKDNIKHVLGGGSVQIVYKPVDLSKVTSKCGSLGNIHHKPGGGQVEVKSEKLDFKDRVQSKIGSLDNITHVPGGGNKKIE
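Quantitative HTS format: compounds meet 15 uM recombinant K18 P301L tau and Alexa 594-tau tracer in 100 mM sodium acetate pH 7; 20 uM heparin triggers fibrillization at 37 C over 6 hr; FP gives the signal.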
SMN2 splice up – qHTS Assay for Enhancers of SMN2 Splice Variant Expression; HEK293 SMN2-luciferase splicing reporter, luminescence, 30-36 h; Potency, µM (doses to about 46.1 µM), without a hit: at the top dose activity change, positive = activation, hits mostly activators; actives 2.8% (n = 210,000); also: % of control where 0% means no effect; nearly all actives have a fitted effect of over 55% in size
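HEK293 cells carry an SMN2 minigene-luciferase reporter in which exon 7 inclusion puts luciferase in frame. Cells were seeded at 2000 cells/well, attached for 10-12 hours, then exposed to compounds for 30-36 hours at 37C before ONE-Glo luminescence.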
Tau ThT inhib – qHTS for Inhibitors of Tau Fibril Formation, Thioflavin T Binding; Microtubule-associated protein tau (Homo sapiens), P10636; recombinant tau K18 P301L, heparin-induced fibrillization, ThT fluorescence; Potency, µM (series often up to 57.4 µM), inactives show at the highest dose activity, negative = inhibition, most hits filed as inhibitors; actives 2.1% (n = 270,000); AID 1460, 2008; also: % is scaled to controls: 0 for no effect and ±100 for the full control effect; nearly all actives have a fitted effect of over 55% in size
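Aggregation was driven by heparin (20 uM final) acting on recombinant tau […] bearing P301L in 100 mM sodium acetate pH 7; fibrils were detected with Thioflavin T.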
KDM4E inh – qHTS Assay for Inhibitors of Human Jumonji Domain Containing 2E (JMJD2E); Potency, µM (doses to about 57.1 µM), for the others: at the highest dose activity change, negative = inhibition, most hits filed as inhibitors; actives 1.6% (n = 230,000); Lysine-specific demethylase 4E (Homo sapiens), B2RXH2; JMJD2E catalytic domain, FDH-coupled NADH fluorescence (FDH is formaldehyde dehydrogenase); AID 2147, 2009; active = well fitted inhibition curve with a large enough effect, not every such curve was filed as active; inconclusive = small, poorly fitted or top-dose-only effect, or another doubt; inactive = no such curve, though single readings can be large or run the other way;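 also: 0% = wells with enzyme and -100% = buffer wells without enzyme; nearly all actives have a fitted effect of over 50% in size; many of its hits are not listed in these tables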
Target sequence (B2RXH2 1-337 limits assumed): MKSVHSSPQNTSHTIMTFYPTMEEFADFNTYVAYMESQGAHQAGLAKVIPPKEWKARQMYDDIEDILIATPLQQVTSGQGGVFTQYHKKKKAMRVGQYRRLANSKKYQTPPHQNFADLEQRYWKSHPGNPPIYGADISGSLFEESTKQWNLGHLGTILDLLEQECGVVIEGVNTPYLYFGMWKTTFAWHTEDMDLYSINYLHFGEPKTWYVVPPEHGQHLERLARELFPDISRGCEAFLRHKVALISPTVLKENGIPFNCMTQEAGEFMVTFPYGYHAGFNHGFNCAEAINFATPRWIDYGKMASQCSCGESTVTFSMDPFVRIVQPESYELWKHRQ
HttQ103 aggreg – qHTS Multiplex Assay to Identify Dual Action Probes in a Cell Model of Huntington: Aggregate Formation (GFP); PC12 HttQ103-GFP aggregates, Acumen cytometry, 40 h; Potency, µM (doses to about 46.1 µM), inactives show top-dose activity change, negative = inhibition, hits mostly inhibitors; actives 1.1% (n = 220,000); also: % is scaled to controls: 0 for no effect and ±100 for the full control effect; nearly all actives have a fitted effect of over 60% in size
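Quantitative HTS on tebufenozide-induced (100 nM) PC12 cells stably expressing polyQ103 Huntingtin exon 1–GFP. Reduction of bright GFP aggregates, detected by laser scanning cytometry after lysis, identified actives across the titration.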
Tau fluor cs – Counterscreen qHTS for Inhibitors of Tau Fibril Formation, Fluorescence Polarization | tau K18 P301L (four-repeat tau fragment) Alexa594 fluorescence, heparin fibrillization | Potency, µM (highest dose often 57.7 µM), for inactives: at the top dose activity change, negative = decrease | actives 0.93% (n = 280,000); also: % is scaled to controls: 0 for no effect and ±100 for the full control effect; nearly all actives have a fitted effect of over 55% in size
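Human K18 P301L tau (15 uM unlabeled plus 0.24 uM Alexa 594-labeled, final) in 100 mM sodium acetate pH 7 was mixed with compound and 20 uM heparin and incubated 6 hr at 37 C.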
ALDH1A1 block – qHTS Assay for Inhibitors of Aldehyde Dehydrogenase 1 (ALDH1A1); Aldehyde dehydrogenase 1A1 (Homo sapiens), P00352; AID 1030, 2008; actives 7.3% (n = 220,000); Purified ALDH1A1, NADH fluorescence, propionaldehyde substrate; Potency, µM (titrated, usually from 75.3 µM), for inactives: at the highest dose activity, negative = inhibition, actives largely listed as inhibitors; active = well fitted inhibition curve with a large enough effect, not every such curve was filed as active; inconclusive = small, poorly fitted or top-dose-only effect, or another doubt; inactive = no such curve, though single readings can be large or run the other way;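 also: plate controls were no enzyme wells and a reference inhibitor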
Target sequence (P00352 whole entry, looked up): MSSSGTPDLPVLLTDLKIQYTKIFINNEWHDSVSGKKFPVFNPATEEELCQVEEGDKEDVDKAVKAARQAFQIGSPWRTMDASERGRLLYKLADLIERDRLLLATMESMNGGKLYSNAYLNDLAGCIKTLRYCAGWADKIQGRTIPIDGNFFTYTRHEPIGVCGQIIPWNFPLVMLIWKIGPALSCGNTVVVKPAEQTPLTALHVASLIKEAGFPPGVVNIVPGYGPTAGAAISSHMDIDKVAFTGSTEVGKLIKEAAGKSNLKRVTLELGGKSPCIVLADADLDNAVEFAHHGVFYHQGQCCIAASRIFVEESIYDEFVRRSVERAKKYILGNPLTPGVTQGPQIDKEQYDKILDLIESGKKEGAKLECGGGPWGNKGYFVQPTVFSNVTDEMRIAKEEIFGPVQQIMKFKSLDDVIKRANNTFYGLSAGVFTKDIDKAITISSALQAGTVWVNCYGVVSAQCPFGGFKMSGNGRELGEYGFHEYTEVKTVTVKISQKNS
Starred values were filed as active, the others as inactive; ? = inconclusive; · = not tested or not shown; & = joins results of further samples; [ ] = another dose, or the depositor's remark. Unless noted, calls follow the shape of the dose curve; as a rule, active = well fitted curve in the direction sought with a large enough effect; inconclusive = small, poorly fitted or top-dose-only effect, or another doubt; inactive = no such curve, though single readings can be large; an effect the other way counts as inactive or inconclusive. Potency is read from the fitted curve at half-maximal effect.

SMILES | HTT ATP protect | Tau fibril FP | SMN2 splice up | Tau ThT inhib | KDM4E inh | HttQ103 aggreg | Tau fluor cs | ALDH1A1 block
CSc1ccc(C(=O)C(C)(C)N2CCOCC2)cc1 | -3.6% | 1.2% | ? | 0.2% | -3.0% | -8.3% | -7.1% | 8.91µM*
Cc1ccc(N2CC(C(=O)Nc3nnc(SCC(=O)Nc4cc(C)on4)s3)CC2=O)cc1 (configuration not stated) | 4.2%[10 µM] | -15.1% | -3.1% | 15.6% | 1.2% | 15.2% | 18.7% | 2.8%
CCOC(=O)C1(c2ccccc2)CCN(CC(=O)Nc2cccc3ccccc23)CC1 | · | 3.1% | -19.2% | ? | -0.7% | -29.6% | -12.7% | 11.8%
Brc1ccccc1 | -94.9%[inhibitor] | 3.9% | -7.9% | -0.9% | 4.1% | -5.4%[9.22 µM] | 2.2% | ?
O=C1NC(=O)C(CCc2ccncc2)(Cc2ccc(OCc3ccccc3)cc2)C(=O)N1 | 8.0%[10 µM] | -11.1% | · | -0.5% | -2.3% | -6.9%[9.22 µM] | 4.6% | ·
[O-][n+]1onc2c1CCC1N(O)CCC21O (configuration not stated) | 3.0% | -6.0% | 27.0% | -7.1% | -0.3% | 8.4% | 0.1% | 7.0%
COc1ccc(NC2=NC(C)(C)CS2)cc1 | -4.2%[10 µM] | -0.3% | 11.2µM* | 3.6% | 0.7% | -6.8% | 5.0% | 8.0%
CSC1=NP(=S)(SC)N2CCCC2=C1C#N (configuration not stated) | 5.0%[0.074 µM] | -4.3% | -4.2% | -6.0% | -0.7% | 2.9% | -13.7% | 1.2%
Cc1[nH]c2c(Cl)cccc2c1CCN | 12.8%[10 µM] | 5.3% | 6.9% | 8.5% | -1.9% | -5.4% | 6.7% | -14.8%
CC(=O)[C@H]1CC[C@H]2C3CC[C@H]4C[C@H](O)CC[C@]4(C)C3CC[C@]12C (some centres not stated) | ? | 0.2% | -13.7% | -0.9% | · | 20.4% | 6.5% | 0.0%
CC(=O)N1N=C2C3CCN(CC3)C2C1c1ccccc1 (configuration not stated) | 16.5% | -3.3% | 1.5% | -0.5% | -5.6% | 1.1% | -5.7% | -13.1%
O=C(CNC(=O)c1cccs1)OCC(=O)c1ccc([N+](=O)[O-])cc1 | 7.9%[10 µM] | -3.4% | · | 7.9% | -6.6% | -1.7%[9.22 µM] | 1.5% | 0.316µM*
O=C1CCN(C(=O)CNC(=O)Cc2ccccc2)CC1 | 12.0%[10 µM] | 0.8% | 8.1% | -3.7% | 9.6% | 15.0% | -1.0% | 12.5%
CCNC(=O)O/N=C(\C)c1sc(-c2ccccc2)nc1C | -35.4% | -4.2% | 7.9% | ? | -14.3% | 1.0% | -3.7% | ?
Cc1ccc(S(=O)(=O)NCC2CCC(C(=O)NCCCN3CCOCC3)CC2)cc1 (configuration not stated) | 16.0% | 1.8% | 0.0% | -9.8% | -2.2% | 6.5% | 2.8% | 22.4µM*
c1ccc(C2=NP(N3CCOCC3)(N3CCOCC3)=NC(N3CCOCC3)=N2)cc1 | -5.2%[10 µM] | 1.4% | -11.1% | 0.6% | 7.7% | 1.0% | -1.3% | 4.9%
Cc1nonc1OCCNCCNc1ccc([N+](=O)[O-])c2cccnc12 | · | 2.5% | 18.7% | ? | -4.5% | ? | -19.2% | ?
CC(Oc1ccc(Cl)cc1Cl)C(=O)Nc1ccc(S(=O)(=O)Nc2cnc3ccccc3n2)cc1 (configuration not stated) | 2.0% | 9.1% | -6.2% | ? | ? | 17.1% | -8.4% | ?
C[C@@]12CCC(Cl)C[C@H]1CCC1C2CC[C@]2(C)C(=O)CCC12 (some centres not stated) | · | -4.0% | -5.4% | -9.2% | 7.7% | · | -5.6% | 3.3%
CCC12C=CCN3CCC4(c5cc(Br)c(OC)cc5N(C)C4C(O)(C(=O)OC)C1OC(C)=O)C32 (configuration not stated) | -16.8% | 2.9% | 1.8% | -9.1% | -4.3% | -10.4% | -9.2% | -16.9%
O=C1C2(c3ccccc3)CN3CN(C2)CC1(c1ccccc1)C3 | ? | -6.4% | 0.7% | -1.5% | -7.5% | 8.8% | -12.1% | 5.6%
CC(=O)N(C1=NCCCS1)c1ccccc1Cl | -29.2% | 0.3% | -6.5% | -5.5% | -4.3% | -9.6% | -7.3% | -7.2%
CCCCCCCCCCCCCC(=O)O[C@@H]1[C@@H](C)[C@@]2(O)[C@@H](C=C(CO)C[C@@]3(O)C(=O)C(C)=C[C@@H]23)C2C(C)(C)[C@@]21OC(C)=O (some centres not stated) | · | 4.3% | 8.7% | -13.2% | -1.0% | · | -5.4% | -14.5%
CC(C)CCCC(C)C1CCC2C3=CC[C@@H]4CC(O)CC[C@@]4(C)C3CC[C@]21C (some centres not stated) | · | -3.5% | 2.6% | ? | -1.8% | · | -4.7% | ?
CCOc1c(P(=S)(N(C)C)N(C)C)c(C)nn1-c1ccccc1 | 0.2%[10 µM] | 11.1% | -11.4% | -4.2% | -1.8% | -13.2% | -3.2% | 3.0%
C=CCN1CCC2(C)c3cc(O)ccc3C[C@H]1[C@H]2C | 27.6% | -1.1% | · | 5.5% | 6.2% | · | 0.6% | 7.3%
c1ccc(C2CNCc3ccccc32)cc1 (configuration not stated) | 2.4% | 3.7% | -14.0% | -1.0% | · | · | -3.5% | 0.8%
NC(N)=NOCCC(N)C(=O)O (configuration not stated) | -26.7% | 0.1%&3.7% | ? | -1.8%&-5.6% | 5.1%&-15.9% | · | -3.1%&-4.9% | -2.5%&6.2%
O=c1[nH]c(CN2CC=C(c3ccccc3)CC2)nc2cc(C(F)(F)F)ccc12 | 16.8%[10 µM] | -8.1% | 9.2% | ? | ? | 16.7% | -27.3% | -5.5%
C[C@H]1CCCC(=O)CCCCCc2cc(O)cc(O)c2C(=O)O1 | 14.9%[10 µM] | -14.5% | -102.5%[inhibitor] | -9.3% | -5.0% | -7.4% | -26.2% | ?
O=c1[nH]c(=O)n(Cc2ccc(F)cc2)c(O)c1C=NCC1CCCO1 (configuration not stated) | -10.2% | -10.6% | 3.0% | -0.6% | 4.7% | 8.1% | -1.7% | -1.8%
CCCC(C)C(=O)NC1CCSC1=O (configuration not stated) | 1.2%[10 µM] | 0.3% | -2.3% | 1.3% | -2.5% | -5.3% | 2.8% | 5.7%
Cn1c(O)c(C(=O)c2ccccc2)c(=O)n(C)c1=O | -1.4% | ? | 13.8% | ? | -1.4% | -9.0% | -15.3% | -5.6%
COc1ccc2c(c1OC)C(=O)O[C@@H]2C1c2cc3c(cc2CCN1C)OCO3 (some centres not stated) | 10.3%[1.9 µM] | -5.7% | · | -8.1% | -23.5% | · | -10.6% | 2.8%
C=CCNC(=S)Nc1ccc(OC(=O)Nc2ccc(Cl)c(Cl)c2)cc1 | 4.2%[10 µM] | 15.8µM* | · | ? | -2.2% | -24.7%[9.22 µM] | ? | ·
Cc1cc(C)n(-c2ccc([N+](=O)[O-])cc2)n1 | -18.6%[10 µM] | ? | -8.7% | -3.4% | 0.9% | 4.9% | 5.8% | 8.9%
Cc1nn(Cc2ccccc2)c(Cl)c1C(=O)O | 13.9% | -3.7% | 7.2% | 0.4% | 5.0% | -7.1% | 2.0% | 6.3%
CCOC(=O)C1(c2ccccc2)Oc2ccccc2C(c2ccc(OC)cc2)=C1C(=O)OC (configuration not stated) | -12.6% | -0.4% | · | -8.5% | · | · | -9.4% | 10.7%
CC1(C)C(=O)C=C[C@@]2(C)C1=C(O)C(=O)[C@@]1(C)C2CC[C@@]2(C)C(c3ccoc3)C[C@H]3O[C@@]321 (some centres not stated) | -326.6%[inhibitor] | -17.7% | -104.8%[inhibitor] | ? | -0.5% | · | -11.0% | 3.4%
CCN(CC)C(=O)c1ccc(NC(=O)c2cccc(F)c2)cc1 | -2.4%[10 µM] | -0.5% | -0.5% | -8.0% | -3.3% | -5.1% | -9.4% | 1.1%

An excerpt from the list above:
SMILES | HTT ATP protect | Tau fibril FP | SMN2 splice up | Tau ThT inhib | KDM4E inh | HttQ103 aggreg | Tau fluor cs | ALDH1A1 block
CCOC(=O)C1(c2ccccc2)Oc2ccccc2C(c2ccc(OC)cc2)=C1C(=O)OC (configuration not stated) | -12.6% | -0.4% | · | -8.5% | · | · | -9.4% | 10.7%
CC1(C)C(=O)C=C[C@@]2(C)C1=C(O)C(=O)[C@@]1(C)C2CC[C@@]2(C)C(c3ccoc3)C[C@H]3O[C@@]321 (some centres not stated) | -326.6%[inhibitor] | -17.7% | -104.8%[inhibitor] | ? | -0.5% | · | -11.0% | 3.4%
CCN(CC)C(=O)c1ccc(NC(=O)c2cccc(F)c2)cc1 | -2.4%[10 µM] | -0.5% | -0.5% | -8.0% | -3.3% | -5.1% | -9.4% | 1.1%

Next part
SMILES | HTT ATP protect | Tau fibril FP | SMN2 splice up | Tau ThT inhib | KDM4E inh | HttQ103 aggreg | Tau fluor cs | ALDH1A1 block
CC(C)c1ccc(N2C(=O)NC(=O)/C(=C\C=C\c3ccco3)C2=O)cc1 | -76.6%[inhibitor] | ? | -16.2% | ? | -8.9% | ? | -3.7% | 21.5%
COc1ccc(Cn2c(O)c(/C=N/NC(=O)c3ccccc3O)c(=O)[nH]c2=O)cc1 | 6.1%[1.9 µM] | 1.7% | ? | 22.4µM* | 2.1% | -3.9% | ? | ?
C#CC(CC)(CC)NC(=O)Nc1ccc(OCC)cc1 | · | 5.2% | 12.6% | 0.2% | -5.3% | -11.3% | -6.7% | 12.2%
COc1ccc(C(C#N)N2CCOCC2)cc1 (configuration not stated) | 9.5%[10 µM] | -0.6% | -15.1% | -0.7% | 6.5% | 10.5% | 3.4% | 35.5µM*
CC1CC2(O)c3no[n+]([O-])c3CCC2N1O (configuration not stated) | 6.9% | -2.6% | · | 0.1% | 11.4% | -6.4% | 0.6% | -6.5%

High-throughput results: PubChem BioAssay, National Center for Advancing Translational Sciences (NCATS)

Only part of the results is shown, so the mix of outcomes need not match the whole.
